procasp7 counter – activates human procaspase-7, counter-screen for procaspase-3 activators. activation, % at 8.5 µM. 330,000 tested, 0.093% active. recombinant procaspase-7, Ac-DEVD-pNA absorbance 405 nm; D23A/D198A/D206A triple mutant, cannot self-cleave; scale: DMSO 0, 5 µM enzyme 100. AID 463210;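 active means percent activation above the screen-wide mean plus 3 SD, cut at about 25% in these data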
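Assay system – Uncleavable procaspase-7 mutant enzyme · Quantity – 2 µM procaspase-7 mutant as dispensed · Times – 1 h preincubation, 2 h reaction · Dosing – single nominal 8.5 µM compound dose, 0.8% DMSO final · Buffer or medium – Zinc-free 50 mM HEPES buffer, pH 7.4, with NaCl and Triton X-100 · Detection – Epi-absorbance of released pNA at 405 nm, two timepoints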
RPL19A TOR yeast – alters RPL19A-GFP fluorescence in TOR pathway yeast screen; S. cerevisiae RPL19A-GFP strain, flow cytometry, 3 h; hits give low values; percent response vs DMSO, % at 10 µM; 330,000 tested, 0.3% active; AID 2025;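 active means percent response vs DMSO below 50%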;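 further: median channel GFP fluorescence of the barcoded RPL19A-GFP strain; ratio of sample median GFP to plate DMSO average so 100% = DMSO; lower means less RPL19A-GFP as with rapamycin TOR inhibition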
proCasp3 act – procaspase-3 (human) activation; P42574; recombinant procaspase-3 D3A, Ac-DEVD-pNA absorbance 405 nm; activation, % at 8.5 µM; 330,000 tested, 0.11% active;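 active means activation above the mean of all tested compounds plus 3 SD, cut at about 21% in these data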;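 further: 0% = DMSO alone and 100% = DMSO wells spiked with extra 5 µM PC-3 D3A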
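Test system: Procaspase-3 D3A mutant; medium: Zinc-free HEPES/NaCl buffer with 0.01% Triton X-100 at pH 7.4; reagent: DEVD-pNA substrate; doses: one concentration, 8.5 µM nominal, 0.8% DMSO; times: 1 h preincubation plus 2 h reaction at 25 °C; signal: Epi-absorbance at 405 nm of released p-nitroaniline, 0 and 120 min; replicates: singlicate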
LAP4-GFP MLPCN – alters LAP4-GFP fluorescence in TOR pathway yeast screen; S. cerevisiae LAP4-GFP multiplex, flow cytometry GFP, 3 h; median GFP as percent of DMSO wells; GFP response vs DMSO, % at 10 µM; 320,000 tested, 0.34% active; AID 2023;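 active means GFP response vs DMSO above a set limit, about the screen mean plus 3 SD, cut at about 150% in these data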
MEP2-GFP yeast – alters MEP2-GFP fluorescence in TOR pathway yeast screen. S. cerevisiae MEP2-GFP strain, flow cytometry GFP, 3 h; 100% = DMSO control level. GFP response vs DMSO, % at 10 µM. 330,000 tested, 0.51% active;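 active means GFP response versus DMSO above a set limit, roughly screen mean plus 3 SD, cut at about 180% in these data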;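 further: median GFP fluorescence of the barcode-gated MEP2-GFP cells per well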
EBNA-1 inhibitor – blocks EBNA-1 binding to DNA. EBNA-1 DNA binding, fluorescence polarization. AID 1950. 300,000 tested, 0.34% active. inhibition, % at 14.8 µM; in the data active means inhibition above about 28%
AHR activator – human AHR activation; P35869; AHR-responsive luciferase reporter cells, luminescence; activation, % at 5 µM; 320,000 tested, 2.5% active; in the data active means activation above about 47%;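 further: 0% = vehicle wells and 100% = reference agonist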
ZTA DNA inh – counter-screen for EBNA-1 inhibitors: inhibitors of Epstein-Barr virus ZTA. inhibition, % at 11 µM. AID 2234. ZTA-DNA binding, fluorescence polarization. 320,000 tested, 0.15% active. P03206; in the data active means inhibition above about 33%
Numbers without * were called inactive; x = not tested or not shown. Not a hit list. About 3.8% of those tested had a hit in this group.

1: O=C(OCc1nc2ccccc2s1)c1cc2ccccc2oc1=O
2: CNC(=O)c1ccc(CNC(=O)OCC(F)(F)F)cc1
3: C=CCn1c(=O)c2c(C)c(C)sc2n2c(Nc3ccc(OC)cc3)nnc12
4: COc1ccc(C)c(NC(=O)NCCc2cnc[nH]2)c1
5: O=C(NCc1ccncc1)c1ccc(Br)cc1
6: CC(C)C[C@H](NC(=O)c1nc[nH]c1C(=O)N[C@@H](CC(C)C)C(=O)OCc1ccccc1)C(=O)OCc1ccccc1

assay / entry	1	2	3	4	5	6
procasp7 counter	3	5	-8	4	6	2
RPL19A TOR yeast	99	104	105	94	98	99
proCasp3 act	2	-3	-2	-4	-1	10
LAP4-GFP MLPCN	91	106	115	87	100	100
MEP2-GFP yeast	103	112	103	105	90	98
EBNA-1 inhibitor	4	1	3	0	3	-4
AHR activator	19	-2	-8	9	6	-1
ZTA DNA inh	-1	8	1	-10	6	-7

7: O=C(NCCCNCc1ccccc1)c1ccccn1
8: COc1ccc(S(=O)(=O)N2CCCCC2)cc1NC(=O)Cc1ccsc1
9: COc1ccc2[nH]c3nc(SC(C)C)nnc3c2c1
10: Cc1c(C(=O)OC2CCCC2)[nH]c2c1C(=O)CC(c1ccco1)C2 (stereo unspecified)
11: Cc1cccc(N2CCN(C(=O)COc3ccc4c(c3)CCC4)CC2)c1C
12: COC(=O)c1cccc(N(CC(=O)NC2CCCC2)C(=O)CCC(=O)Nc2cc(C)on2)c1

assay / entry	7	8	9	10	11	12
procasp7 counter	-4	7	5	-12	14	57*
RPL19A TOR yeast	102	105	85	89	107	105
proCasp3 act	7	11	-3	-10	-1	0
LAP4-GFP MLPCN	99	111	91	108	98	95
MEP2-GFP yeast	106	105	89	124	110	104
EBNA-1 inhibitor	4	x	-10	8	-1	-2
AHR activator	1	0	27	57*	2	7
ZTA DNA inh	8	-5	-5	3	-5	2

13: Cc1cc(C(=O)OCC(=O)NCCc2ccccc2)c2ccccc2n1
14: CCCc1c(C)nn(-c2ncccc2[N+](=O)[O-])c1C
15: Cc1c(Cl)c([N+](=O)[O-])nn1Cc1ccc(C(=O)Nc2ccc(Cl)cn2)o1
16: N#Cc1sc2nc(C3CC3)cc(-c3ccc(Cl)cc3)c2c1N
17: O=C(COC(=O)c1ccccc1C(F)(F)F)NC(=O)NCc1ccco1
18: O=C(NC1CCCCC1)C(c1cccnc1)N(C(=O)c1csnn1)c1ccc(F)cc1 (stereo unspecified)

assay / entry	13	14	15	16	17	18
procasp7 counter	-3	12	1	17	-2	0
RPL19A TOR yeast	102	99	96	96	99	98
proCasp3 act	-5	4	6	-2	1	-2
LAP4-GFP MLPCN	112	111	110	100	101	95
MEP2-GFP yeast	103	98	119	103	104	97
EBNA-1 inhibitor	x	4	2	0	x	1
AHR activator	0	2	9	6	1	0
ZTA DNA inh	-5	-7	-11	-2	x	-8

19: CC1CC(=O)N(CC(=O)Nc2ccccc2F)c2ccccc2S1(=O)=O (stereo unspecified)
20: CN(Cc1ccccc1)S(=O)(=O)c1cc2c3c(c1)CCN3C(=O)CC2
21: COc1ccc(C2=CC(=O)N(Nc3ccccc3)C2=O)cc1
22: CC(C)N(Cc1ccccc1)C(=O)COc1ccccc1
23: O=C(C1=NN[C@@H]2C(=O)N(c3cccc(C(F)(F)F)c3)C(=O)[C@H]12)c1cnccn1
24: Cc1cccc(N2CCC(N=CN(C)C)=N2)c1

assay / entry	19	20	21	22	23	24
procasp7 counter	8	2	-18	-3	-8	0
RPL19A TOR yeast	101	97	77	103	97	109
proCasp3 act	2	-4	-11	16	-11	-15
LAP4-GFP MLPCN	101	115	232*	92	104	95
MEP2-GFP yeast	98	97	92	99	102	113
EBNA-1 inhibitor	-6	5	1	4	9	-2
AHR activator	-3	0	7	0	24	24
ZTA DNA inh	10	-3	6	-16	-14	-32

25: COC(=O)c1ccccc1NC(=O)C(C)NS(=O)(=O)c1ccc(OC)cc1 (stereo unspecified)
26: COc1ccc(CCCc2n[nH]c(=S)o2)cc1C
27: CC(C)c1nnc(NC(=O)CCC(=O)Nc2ccccc2)s1
28: Cc1ccnc(NC(=O)c2cccc([N+](=O)[O-])c2C)c1
29: O=C(Nc1ccc2oc(-c3ccncc3)nc2c1)c1c(F)c(F)c(F)c(F)c1F
30: COc1ccc2c(c1)c(C(=O)N/N=C/c1ccc(Cl)cc1)c(C)n2C

assay / entry	25	26	27	28	29	30
procasp7 counter	7	-30	4	-2	6	1
RPL19A TOR yeast	105	96	92	106	103	103
proCasp3 act	-1	-1	3	0	-6	1
LAP4-GFP MLPCN	105	98	102	95	94	116
MEP2-GFP yeast	108	95	99	107	98	95
EBNA-1 inhibitor	-2	-13	-11	6	0	5
AHR activator	1	-2	9	10	-7	36
ZTA DNA inh	6	-5	-1	4	3	-4

31: CN1CCN(c2ccc(S(=O)(=O)N3CCCCC3)cc2NC(=O)c2ccc(C#N)cc2)CC1
32: CC(=O)Oc1ccc2c(=O)c(Oc3ccccc3)c(C)oc2c1OC(C)=O
33: Cc1ccccc1N1C(=O)CC1(C#N)c1ccc(OCc2ccccc2)cc1 (stereo unspecified)
34: COc1ccc(CC(=O)NNC(=O)CSc2ccc(C)cc2)cc1
35: Cc1ccccc1-c1nnn(CC(=O)NC(=O)NC2CCCC2)n1
36: COc1cccc(NC(=O)CN2C(=O)COc3ccc(Cl)cc32)c1

assay / entry	31	32	33	34	35	36
procasp7 counter	-5	1	-3	10	2	-10
RPL19A TOR yeast	99	100	101	111	87	100
proCasp3 act	-2	-6	-4	-1	-2	0
LAP4-GFP MLPCN	91	97	91	99	91	99
MEP2-GFP yeast	102	100	99	102	86	102
EBNA-1 inhibitor	0	9	-5	0	x	-3
AHR activator	-2	0	6	0	0	-1
ZTA DNA inh	-2	-2	3	16	x	7

37: Cc1ncc(CO)c(/C=N/NC(=S)Nc2ccc(C(C)C)cc2)c1O
38: CC(=O)c1cccc(NC(=O)c2onc(C)c2Cl)c1
39: CCCC(=O)Nc1ccc(NC(=O)c2cc3ccccc3o2)c(OC)c1
40: Cc1nnc(NC(=O)CN2CC(C)OC(C)C2)s1 (stereo unspecified)
41: CCOC(=O)C1=C[C@]2(CC)CCCN3CCc4c(n1c1ccccc41)[C@@H]32
42: CCc1ccc(NC(=O)COc2ccc3c(c2)OCO3)cc1

assay / entry	37	38	39	40	41	42
procasp7 counter	4	4	7	10	-18	-4
RPL19A TOR yeast	97	93	102	98	97	99
proCasp3 act	2	-1	7	3	4	4
LAP4-GFP MLPCN	104	96	86	93	107	86
MEP2-GFP yeast	102	93	109	100	92	89
EBNA-1 inhibitor	-6	-5	15	11	9	-7
AHR activator	14	12	18	1	9	4
ZTA DNA inh	-8	-1	-20	1	-1	1

43: Cc1ccc2nc3ccc(N4CCN(C)CC4)nn3c(=O)c2c1
44: Cc1ccc(C(=O)Nc2cccc(N(C)S(C)(=O)=O)c2)cc1S(=O)(=O)Nc1ccccc1
45: Cc1ccc(C(=O)Nc2ccc(Cl)cn2)cc1S(=O)(=O)N1CCOCC1
46: CC(=O)N(C)c1ccc(NC(=S)NC(=O)/C=C/c2ccco2)cc1
47: COc1ccccc1CNC(=O)Cn1nc(C(F)(F)F)cc1C
48: O=[N+]([O-])c1cccnc1Oc1cccnc1

assay / entry	43	44	45	46	47	48
procasp7 counter	-10	-10	1	-24	7	10
RPL19A TOR yeast	106	115	96	102	109	97
proCasp3 act	-8	10	4	-21	3	4
LAP4-GFP MLPCN	106	86	101	102	107	98
MEP2-GFP yeast	109	97	97	97	109	101
EBNA-1 inhibitor	-2	-7	-6	-7	x	-7
AHR activator	15	2	10	26	0	0
ZTA DNA inh	12	-1	7	-10	4	-17

49: COc1ccc(S(=O)(=O)Nc2nccs2)cc1OC
50: C=CCNC(=S)NCc1ccccc1
51: CC(C)CN(C(=O)COC(=O)Cn1cnc2ccccc2c1=O)C1CCS(=O)(=O)C1 (stereo unspecified)
52: CCN(CC)CCC(=O)c1ccc(F)cc1
53: O=C(/C=C/c1ccco1)NC(=S)NNC(=O)c1ccco1
54: Cc1cc(C)c(OCC(=O)Nc2nc3ccccc3[nH]2)c(C)c1

assay / entry	49	50	51	52	53	54
procasp7 counter	6	3	1	-4	-4	11
RPL19A TOR yeast	94	92	91	97	95	97
proCasp3 act	4	1	7	-1	7	-3
LAP4-GFP MLPCN	115	80	86	109	98	85
MEP2-GFP yeast	101	96	90	90	98	89
EBNA-1 inhibitor	11	1	0	3	11	1
AHR activator	2	1	-2	1	7	4
ZTA DNA inh	19	-6	1	2	0	0

55: Cc1ccc(-n2nc3c(=O)n(C(C)C(=O)NCc4ccco4)nc(C)c3c2C)cc1 (stereo unspecified)
56: O=C(COc1ccc(Br)cc1)NC1CC1
57: CCc1cc(=O)oc2cc(C)cc(OCC(=O)N3CCC(C(=O)NC(C)C)(c4ccccc4)CC3)c12
58: Cc1cccc(Cn2c(NCCO)nc3c2c(=O)n(C)c(=O)n3C)c1
59: CCCCNC(=O)Oc1ccc(C(=O)N2c3ccccc3NC(=O)C2C)cc1 (stereo unspecified)
60: CCN(CC)C(=O)CSc1nnc(-c2cc(-c3ccc(Cl)cc3)nc3ccccc23)o1

assay / entry	55	56	57	58	59	60
procasp7 counter	-1	1	10	2	-3	-13
RPL19A TOR yeast	104	87	98	96	103	107
proCasp3 act	3	-8	4	3	5	-8
LAP4-GFP MLPCN	106	89	98	97	94	102
MEP2-GFP yeast	107	81	113	99	103	100
EBNA-1 inhibitor	-8	5	-10	1	3	-10
AHR activator	0	2	3	-3	2	10
ZTA DNA inh	-4	4	-13	0	17	-30

Part of the list above in order of number of heavy atoms, low to high:
50: C=CCNC(=S)NCc1ccccc1
56: O=C(COc1ccc(Br)cc1)NC1CC1
48: O=[N+]([O-])c1cccnc1Oc1cccnc1
49: COc1ccc(S(=O)(=O)Nc2nccs2)cc1OC
53: O=C(/C=C/c1ccco1)NC(=S)NNC(=O)c1ccco1
54: Cc1cc(C)c(OCC(=O)Nc2nc3ccccc3[nH]2)c(C)c1
46: CC(=O)N(C)c1ccc(NC(=S)NC(=O)/C=C/c2ccco2)cc1
58: Cc1cccc(Cn2c(NCCO)nc3c2c(=O)n(C)c(=O)n3C)c1

assay / entry	50	56	48	49	53	54	46	58
procasp7 counter	3	1	10	6	-4	11	-24	2
RPL19A TOR yeast	92	87	97	94	95	97	102	96
proCasp3 act	1	-8	4	4	7	-3	-21	3
LAP4-GFP MLPCN	80	89	98	115	98	85	102	97
MEP2-GFP yeast	96	81	101	101	98	89	97	99
EBNA-1 inhibitor	1	5	-7	11	11	1	-7	1
AHR activator	1	2	0	2	7	4	26	-3
ZTA DNA inh	-6	4	-17	19	0	0	-10	0

59: CCCCNC(=O)Oc1ccc(C(=O)N2c3ccccc3NC(=O)C2C)cc1 (stereo unspecified)
51: CC(C)CN(C(=O)COC(=O)Cn1cnc2ccccc2c1=O)C1CCS(=O)(=O)C1 (stereo unspecified)
60: CCN(CC)C(=O)CSc1nnc(-c2cc(-c3ccc(Cl)cc3)nc3ccccc23)o1
57: CCc1cc(=O)oc2cc(C)cc(OCC(=O)N3CCC(C(=O)NC(C)C)(c4ccccc4)CC3)c12

assay / entry	59	51	60	57
procasp7 counter	-3	1	-13	10
RPL19A TOR yeast	103	91	107	98
proCasp3 act	5	7	-8	4
LAP4-GFP MLPCN	94	86	102	98
MEP2-GFP yeast	103	90	100	113
EBNA-1 inhibitor	3	0	-10	-10
AHR activator	2	-2	10	3
ZTA DNA inh	17	1	-30	-13
